Compound activity deposited in PubChem by National Center for Advancing Translational Sciences (NCATS).
TbPYK inhibitor – inhibitors of Trypanosoma brucei pyruvate kinase; TbPYK enzyme, Kinase-Glo Plus ATP luminescence, 45 min; Potency, µM (top dose mostly 76.8 µM), for the others: at the highest dose activity, negative = inhibition, actives largely listed as inhibitors; actives 0.12% (n = 410,000); AID 624173; active = well fitted inhibition curve with a large enough effect; inconclusive = small, poorly fitted or top-dose-only effect; also: nearly all actives have a fitted effect of over 50% in size
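Glycolytic pyruvate kinase of T. brucei was incubated with substrate, test compound and 130 uM ADP for 45 minutes at room temperature. Luminescent Kinase-Glo Plus signal was measured after 10 minutes.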
The depositor's hits bear a star; ? = inconclusive. % is scaled to controls: 0 for no effect and ±100 for the full control effect; potency is read from the fitted curve at half-maximal effect. Some of the compounds tested; the hit share may differ from the screen's.

SMILES	TbPYK inhibitor
CC(OC(=O)c1cccc(S(=O)(=O)N2CCOCC2)c1)C(=O)NCC1CCCCC1 (stereo unspecified)	2%
O=C(CN1CCN(Cc2ccccc2)CC1)Nc1cccc(Cl)c1Cl	-3%
N/C(Cc1ccc(Cl)cc1)=N\OC(=O)CCc1ccccc1	-8%
CCOc1ccc(CCN2C(=O)C(=O)N([C@@H](Cc3ccccc3)CN3CCC[C@H]3CN3C(=O)C(=O)NC[C@@H]3Cc3ccccc3)C[C@@H]2Cc2ccccc2)cc1	4%
Cc1cc(C)c(S(=O)(=O)NN=C2c3ccccc3[C@H]3Cc4csc[n+]4[C@@H]23)c(C)c1	-28%
[NH-]CCC([O-])=NC(Cc1cnc[nH]1)C(=O)[O-].[Zn+2] (stereo unspecified)	2%
CCNC(=O)C1CCCN(Cc2ccc(C)c3ccccc23)CC1 (stereo unspecified)	1%
O=S(=O)(c1ccc(NC(=S)N2CCCCC2CO)cc1)N1CCOCC1 (stereo unspecified)	3%
C[C@@H]1CN([C@H](C)CO)S(=O)(=O)c2ccc(C3=CCCCC3)cc2O[C@H]1CN(C)C(=O)Cc1cccnc1	-5%
COCCNc1nc(NCc2ccc(NC(C)=O)cc2)c2sc(-c3ccccc3)cc2n1	-5%
CCCOc1ccc(C2C(C(=O)c3ccco3)=C(O)C(=O)N2CCCn2ccnc2)cc1OC (stereo unspecified)	4%
Cc1cc2nc(C3CCCCC3)c(Cc3ccsc3)n2c(C)c1Br	-8%
COc1ccc(Oc2ncc3nc(C)c(=O)n(C)c3n2)cc1	3%
O=C(OCc1cn([C@@H]2CN(C(=O)C3CCCCC3)[C@@H](c3ccc(Cl)cc3)C[C@H]2O)nn1)c1ccccc1	2%
Cc1noc(C)c1-c1ccc(C(=O)NCCc2ccccc2)c2occc12	0%
OCCNc1ncnc2c1nnn2Cc1ccccc1Cl	-8%
C[C@H](CO)N1C[C@H](C)[C@@H](CN(C)Cc2ccccc2C(=O)O)OCc2cnnn2CCCC1=O	5%
COc1ccc(NC(=O)C2(C)Cc3c(-c4ccc(C(N)=O)cc4)ccnc3O2)cc1 (stereo unspecified)	-9%
Cc1ccc(Cc2c(C3CCCCC3)nc3ccc(Cl)cn23)cc1	-7%
O=C(COC(=O)c1ccccc1Cl)NCc1cccs1	0%
CC(C)Nc1nc(NCc2ccccc2)c2sccc2n1	6%
O=C(CCn1c(=S)[nH]c2cc3c(cc2c1=O)OCO3)NCCc1ccccc1Cl	-10%
COc1ccc(-c2ccc3c(c2)c(Sc2ccccc2)c(-c2ccccc2)n3C)cn1	3%
COc1ccc(NC(=O)c2cc(C3CCCCN3C(=O)c3cc(F)ccc3C)on2)c(C)c1 (stereo unspecified)	-7%
C=C[C@H]1C(C(=O)OCC)=CC[C@@H](c2ccccc2)N1S(=O)(=O)c1ccc(C)cc1	6%
O=S1(=O)CC(N2CCN(CCO)CC2)CN1Cc1cn(Cc2ccccc2C(F)(F)F)nn1 (stereo unspecified)	-2%
COc1ccc(C(C)=O)c(OCC(=O)NCCC2=CCCCC2)c1	-6%
CC1(C(=O)NS(=O)(=O)c2ccccc2C(F)(F)F)CCN1C(=O)COc1ccc(Cl)cc1 (stereo unspecified)	6%
O=C(c1ccco1)N1CCC2(CC1)CN(c1ncccn1)C2	6%
CC1(C(=O)NS(=O)(=O)C2CC2)CCN(C(=O)C2(c3ccc(Cl)cc3)CCCC2)C1 (stereo unspecified)	5%
CCc1nc2c(OCc3ccc(F)c(F)c3)cccn2c1N(C)C(=O)c1cccs1	-13%
CC(C)C(=O)N1CCCC1(C)C(=O)NCc1ccc(Cl)cc1 (stereo unspecified)	-6%
OCC[C@@H]1C[C@H](O)[C@@H](O)[C@]2(OCCc3cc(C(F)(F)F)ccc32)O1	5%
Cc1ccc2nc(C3CCCCC3)c(CC(C)(C)C)n2c1	-5%
COc1ccc(NC(=O)c2ccc(S(=O)(=O)N(C)c3ccccc3)cc2)cc1S(=O)(=O)N1CCOCC1	-11%
COc1ccc(-c2ccc(C(=O)NCc3ccncc3)c3occc23)c(C)c1	3%
CSCCC(C)N1CCC(Oc2ccc(C(=O)NCc3ccccn3)cc2)CC1 (stereo unspecified)	2%
CCc1nc2c(OCc3ccc(C#N)cc3)cccn2c1N(C)C(=O)c1ccc(C)cc1	2%
COc1ccc(OCCN2CCC(C(=O)NC(c3ccccn3)c3ccccc3OC)CC2)cc1 (stereo unspecified)	2%
CCNC(=O)Nc1ccc2c(c1)c(=O)n(C)n2Cc1ccc(Cl)cc1	3%

17 compounds from above, ordered by molecular weight, low to high.
SMILES	TbPYK inhibitor
O=C(c1ccco1)N1CCC2(CC1)CN(c1ncccn1)C2	6%
CC(C)C(=O)N1CCCC1(C)C(=O)NCc1ccc(Cl)cc1 (stereo unspecified)	-6%
COc1ccc(C(C)=O)c(OCC(=O)NCCC2=CCCCC2)c1	-6%
OCC[C@@H]1C[C@H](O)[C@@H](O)[C@]2(OCCc3cc(C(F)(F)F)ccc32)O1	5%
CCNC(=O)Nc1ccc2c(c1)c(=O)n(C)n2Cc1ccc(Cl)cc1	3%
COc1ccc(-c2ccc(C(=O)NCc3ccncc3)c3occc23)c(C)c1	3%
C=C[C@H]1C(C(=O)OCC)=CC[C@@H](c2ccccc2)N1S(=O)(=O)c1ccc(C)cc1	6%
CSCCC(C)N1CCC(Oc2ccc(C(=O)NCc3ccccn3)cc2)CC1 (stereo unspecified)	2%
CCc1nc2c(OCc3ccc(C#N)cc3)cccn2c1N(C)C(=O)c1ccc(C)cc1	2%
CCc1nc2c(OCc3ccc(F)c(F)c3)cccn2c1N(C)C(=O)c1cccs1	-13%
O=C(CCn1c(=S)[nH]c2cc3c(cc2c1=O)OCO3)NCCc1ccccc1Cl	-10%
CC1(C(=O)NS(=O)(=O)C2CC2)CCN(C(=O)C2(c3ccc(Cl)cc3)CCCC2)C1 (stereo unspecified)	5%
COc1ccc(NC(=O)c2cc(C3CCCCN3C(=O)c3cc(F)ccc3C)on2)c(C)c1 (stereo unspecified)	-7%
COc1ccc(OCCN2CCC(C(=O)NC(c3ccccn3)c3ccccc3OC)CC2)cc1 (stereo unspecified)	2%
O=S1(=O)CC(N2CCN(CCO)CC2)CN1Cc1cn(Cc2ccccc2C(F)(F)F)nn1 (stereo unspecified)	-2%
CC1(C(=O)NS(=O)(=O)c2ccccc2C(F)(F)F)CCN1C(=O)COc1ccc(Cl)cc1 (stereo unspecified)	6%
COc1ccc(NC(=O)c2ccc(S(=O)(=O)N(C)c3ccccc3)cc2)cc1S(=O)(=O)N1CCOCC1	-11%

Next section
SMILES	TbPYK inhibitor
CC(Oc1ccccc1)C(=O)N1CCN(S(=O)(=O)c2ccc(OC(F)(F)F)cc2)CC1 (stereo unspecified)	-3%
COc1ccc(-c2csc(C(O)c3ccc(F)cc3)n2)cn1 (stereo unspecified)	2%
COc1ccc(-c2csc(C(O)c3ccc(F)c(OC)c3)n2)cn1 (stereo unspecified)	4%
COc1ccc(CNC(=O)C[C@@H]2C[C@H]3c4cc(NC(=O)C5CCC5)ccc4O[C@H]3[C@@H](CO)O2)cc1	3%
C[C@H](CO)N1C[C@H](C)[C@@H](CN(C)Cc2ccccc2)OCCCC[C@H](C)Oc2ccc(N(C)C)cc2C1=O	?
Cc1ccc(S(=O)(=O)N2C[C@H]3C(=O)C[C@@H]4C(=O)N(c5ccccc5)C(=O)[C@@H]4[C@@H]3C[C@@H]2c2ccccc2)cc1	3%
CN(C)c1ccc(CC(=O)N2CCCC(c3cc(C(=O)Nc4ccc(C(C)(C)C)cc4)no3)C2)cc1 (stereo unspecified)	-12%
NC(=O)c1cccc(-c2csc(C(O)c3cccc(Cl)c3)n2)c1 (stereo unspecified)	-4%
C[C@H](CO)N1C[C@H](C)[C@H](CN(C)C(=O)Nc2ccccc2)OCc2cnnn2CCCC1=O	2%
COc1ccc(NC(=O)N2CC3(CCN(C(=O)c4ccncc4)CC3)C2)cc1	-10%
COc1ccc(S(=O)(=O)N(C)C)cc1NC(=O)c1ccc(OCC2CCCO2)cc1 (stereo unspecified)	4%
O=C(C1CCCCC1)N1C[C@H](O)[C@@H](n2cc(-c3ccc(F)cc3)nn2)C[C@@H]1c1ccccc1	3%
CCC1CC(C(=O)O)CC(=O)N1 (stereo unspecified)	-2%
C[C@@H]1CN([C@H](C)CO)C(=O)CCCn2cc(nn2)CO[C@H]1CN(C)C(=O)Nc1ccc2c(c1)OCO2	6%
CCOC(=O)[C@]12CCC=C1N(Cc1ccccc1)C(=O)[C@H](CC(=O)NCCCCc1ccccc1)C2	8%
CC(=O)Nc1ccc(C2=NOC(C)(C)C(=O)N2Cc2cccc(C#N)c2)cc1	4%
CCOC(=O)c1ccc(-c2ccc3ncnc(NCc4csc(C)n4)c3c2)o1	-4%
COc1ccccc1-c1csc(C(O)c2ccc(F)c(F)c2)n1 (stereo unspecified)	6%
Cc1ccc(S(=O)(=O)NN=C2CCc3ccccc32)cc1	-16%
C=CCn1c(=O)c(C(=O)Nc2ncccc2C)c(O)c2ccccc21	-1%
CN1CCCC2(CCN(C(=O)c3cccc(F)c3)CC2)C1	3%
O=C(NCCc1cccs1)Nc1ccc2nc([C@@H]3O[C@H](CO)[C@@H](O)[C@H]3O)[nH]c2c1	0%
Cc1ccc(C(O)c2ncc(-c3cccc4ccccc34)[nH]2)cc1F (stereo unspecified)	4%
O=C(c1ccncc1)N1CCC[C@@]2(CCN(c3cccc(-c4ccccc4)c3)C2)C1	-10%
NC(Cc1ccc(F)cc1)c1csc(Nc2nccc(C(F)(F)F)n2)n1 (stereo unspecified)	-10%
COc1ncc(-c2ccc(N3C(c4ccsc4)=Cc4ccccc4C3CC(C)=O)cc2)cn1 (stereo unspecified)	1%
Cc1cccc(C(=Cc2ccc([N+](=O)[O-])cc2)C(=O)O)c1	-8%
CS(=O)(=O)N1CCCCC1c1cc(C(=O)Nc2ccc3c(c2)OCO3)no1 (stereo unspecified)	5%
CCN(CC)C(=O)C1=C(C)N(Cc2ccc(C(C)(C)C)cc2)C(=O)C(CC(=O)NCCCN(C)C)C1 (stereo unspecified)	3%
CCN(CC)C(=O)C1=C(C)N(CCCN2CCCC2=O)C(=O)C(CC(=O)NC2CCCC2)C1 (stereo unspecified)	2%
COC(=O)[C@@]1(Sc2ccc(C)cc2)CC(=O)N[C@@H]1c1ccc(Br)cc1	2%
CC1(C)c2[nH]c3ccccc3c2C[C@@H]2C(=O)N(Cc3ccccc3)C(=O)N21	-5%
CCOC(=O)[C@]12CCC=C1N(Cc1ccccc1)C(=O)[C@H](CC(=O)N1CCOCC1)C2	-12%
Cc1cc2cc3c(=O)[nH]c(=O)cc-3n(CC(O)C(O)C(O)CO)c2cc1C (stereo unspecified)	3%
COc1cc(OC)cc(-c2noc([C@H]3C[C@H](O)[C@@H](CO)O3)n2)c1	-10%
COc1cc(C(O)c2nc(/C=C/c3ccccc3)cs2)ccc1F (stereo unspecified)	0%
COC(=O)C1=C(c2ccc(OCc3ccccc3)cc2)C[C@@H]2CC[C@H]1N2C(=O)NCc1ccccc1C(F)(F)F	-2%
CC1(C(=O)Nc2ccc3c(c2)OCO3)CCN1C(=O)c1ccco1 (stereo unspecified)	3%
C[C@@H]1CN([C@H](C)CO)C(=O)CCCn2nncc2CO[C@@H]1CN(C)C(=O)Oc1ccc2ccccc2c1	-3%
CC1(C(=O)NS(=O)(=O)c2ccc(Cl)cc2)CCN1C(=O)c1ccccc1 (stereo unspecified)	4%
Cc1nnc(SC(C)C(=O)c2c[nH]c3ccccc23)n1C1CC1 (stereo unspecified)	-1%
COC(=O)C(CSCc1ccccc1)NC(=O)CCNC(=O)OCc1ccccc1 (stereo unspecified)	3%
O=C(NC(c1ccc2c(c1)OCO2)c1ccccn1)C1CCN(CCOc2ccc(Cl)cc2Cl)CC1 (stereo unspecified)	-4%
FC(F)(F)c1cc(CN2CC[C@@]3(CCCNC3)C2)cc(C(F)(F)F)c1	-8%
CCCCn1nnnc1C(c1ccccc1)N1CCN(c2ccc(F)cc2)CC1 (stereo unspecified)	2%
COc1ccc(F)cc1-c1cc(C(=O)NC2CCCCC2)[nH]n1	-11%
CC1(C(=O)NS(=O)(=O)c2ccccc2)CCN1C(=O)C/C=C/c1ccccc1 (stereo unspecified)	0%
COc1ccc(-c2coc3c(C(=O)NCC4CC4)cccc23)c(C)c1	2%
CCOC(=O)N1CCN(C(c2ccnc3ccccc23)c2nnnn2-c2c(C)cccc2C)CC1 (stereo unspecified)	3%
C[C@@H]1CN([C@@H](C)CO)C(=O)CCCn2nncc2CO[C@@H]1CN(C)C(=O)Nc1ccccc1	11%
CCOC(=O)C1CCC(C(=O)OCC)N1c1ccc(C=O)cc1 (stereo unspecified)	-3%
CC(C)C[C@H]1CNC(=O)C(=O)N1C[C@@H]1CCCN1C[C@H](Cc1ccccc1)N1C[C@H](Cc2ccccc2)N(CCc2ccccc2)C(=O)C1=O	-10%
CC1(C(=O)Nc2ccc3c(c2)OCO3)CCN1C(=O)CCc1ccc(Cl)cc1Cl (stereo unspecified)	-1%
C=CCNc1ncnc2c1ncn2[C@H]1CN(Cc2ccc(-c3ccccc3)cc2)C[C@@H](CO)O1	0%
Cc1cc(F)ccc1C(O)c1ncc(-c2ccc(Cl)cc2)[nH]1 (stereo unspecified)	3%
C[C@H]1CN(C2CCCCC2)C(=O)[C@@H]1CC(=O)Nc1ccccc1	4%
CCCCc1c(-c2ccc(OC)cc2)ncn1CCc1ccccc1OC	-5%
COc1cccc(Cn2c(=O)c(-c3cccc(F)c3)nc3cncnc32)c1	2%
Cn1cc(-c2csc(C(O)c3ccc(F)c(F)c3)n2)cn1 (stereo unspecified)	0%
